Source: PubChem BioAssay
hIAP block = blocks human intestinal alkaline phosphatase; P09923; purified IAP, CDP-Star luminescence, 30 min; inhibition, % at 10 µM; 0.12% of 330,000 active;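 active means inhibition reaching a set limit with compound at 10 µM in the primary screen, cut at about 35% in these data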;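 further: plate controls were DMSO wells with enzyme for no effect and no-enzyme buffer wells for full effect; values of inactives mirror those of a sister screen read the other way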
APOBEC3A inh = human APOBEC3A DNA deaminase inhibition; P31941; recombinant A3A, FAM/TAMRA ssDNA deamination fluorescence; inhibition, % at 20 µM; 0.41% of 330,000 active;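 active means at least 40% inhibition at 20 µM here, with at most 30% in a related deaminase screen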;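 further: plate controls were A3A with DMSO for no effect and wells lacking A3A enzyme for full effect; some results filed as inactive read as strong as hits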
Target sequence (P31941 whole entry, looked up): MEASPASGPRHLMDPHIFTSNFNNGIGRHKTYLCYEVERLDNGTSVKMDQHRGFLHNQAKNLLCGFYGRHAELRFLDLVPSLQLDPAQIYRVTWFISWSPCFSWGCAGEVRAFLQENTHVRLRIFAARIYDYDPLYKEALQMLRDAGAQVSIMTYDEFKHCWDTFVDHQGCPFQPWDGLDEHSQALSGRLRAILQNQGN
mIAP block = mouse IAP inhibition | purified mouse IAP, CDP-Star luminescence, 30 min | inhibition, % at 10 µM | 0.2% of 330,000 active;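 active means inhibition of at least 40% at 10 µM in the primary screen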;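 further: plate controls were DMSO with enzyme for no effect and no enzyme wells for full effect; values of inactives mirror those of a sister screen read the other way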
MIN6 prolif = inducers of beta-cell replication in MIN6 cells. proliferation, % at 10 µM. 0.29% of 330,000 active. MIN6 cells proliferation, ATPlite luminescence, 48 h; cells starved in 0.2% serum; 100% = growth in 10% serum;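 active means compounds whose signal lies at least 3.5 SD above the mean of all wells on their plate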;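 further: 0% = DMSO-treated cells in low-serum medium and 100% = 10% serum control; some compounds called inactive have numbers as strong as hits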
mIAP activ = increases mouse intestinal alkaline phosphatase activity. muIAP, CDP-Star luminescence, 30 min; stronger effect = higher value; 1 = vehicle-only enzyme signal, 0 = enzyme-free wells. activation factor at 10 µM. 0.24% of 330,000 active;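 active means activation factor of at least 2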; further: the source names both 10 and 20 µM as test concentration; values of inactives mirror those of a sister screen read the other way
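System: Mouse IAP enzyme | Also added: CDP-Star substrate | Dosing: Compounds dispensed in DMSO | Schedule: 30 min enzyme-substrate-compound incubation at room temperature | Technique: Chemiluminescence readout | Control set: DMSO-only wells and no-enzyme negative control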
tim10-1 inh = tim10-1 yeast growth inhibition; S. cerevisiae tim10-1 ts strain growth, BacTiter-Glo, 24 h; inhibition, % at 20 µM; 2.2% of 330,000 active; AID 463190;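 active means inhibition of at least 40%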;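 further: mutant grown at 25 °C; 0% = DMSO wells with yeast and 100% = wells holding no yeast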
NALP3 yeast inh = NALP3 inhibition in yeast | inhibition, % at 10 µM | AID 2825 | Yeast reconstituted NLRP3/ASC/caspase-1, beta-gal luminescence, 24 h | 0.39% of 330,000 active;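 active means inhibition of 50% or more; inactive means inhibition below 50%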;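 further: plate controls were induced DMSO wells for no effect and uninduced yeast grown without galactose for full effect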
A3G deaminase = inhibitors of human APOBEC3G DNA deaminase; AID 493012; 0.28% of 330,000 active; inhibition, % at 20 µM; recombinant A3G, ssDNA deamination FAM/TAMRA fluorescence;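 active means inhibition of at least 40% at 20 µM, with no more than 30% in the related APOBEC3A deaminase screen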;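 further: plate controls were DMSO wells with A3G for no effect and wells lacking A3G enzyme for full effect; some compounds called inactive have numbers as strong as hits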
Target sequence (Q9HC16 whole entry, looked up): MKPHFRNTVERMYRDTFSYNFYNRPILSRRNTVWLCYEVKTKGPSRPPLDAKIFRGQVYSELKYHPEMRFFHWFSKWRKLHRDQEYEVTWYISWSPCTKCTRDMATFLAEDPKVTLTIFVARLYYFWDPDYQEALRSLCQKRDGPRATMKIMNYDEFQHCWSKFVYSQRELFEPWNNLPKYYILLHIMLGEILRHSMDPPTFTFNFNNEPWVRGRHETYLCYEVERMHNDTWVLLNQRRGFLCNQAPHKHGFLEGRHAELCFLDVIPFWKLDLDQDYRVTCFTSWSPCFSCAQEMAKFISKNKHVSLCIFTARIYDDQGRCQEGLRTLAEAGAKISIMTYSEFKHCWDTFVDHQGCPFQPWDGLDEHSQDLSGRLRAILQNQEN
TIM10 inh = TIM10 yeast growth inhibition. AID 463195. 1.4% of 330,000 active. S. cerevisiae TIM10 strain growth, BacTiter-Glo luminescence, 24 h. inhibition, % at 10 µM;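 active means inhibition of 40% or more at the single tested concentration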;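 further: wild-type TIM10 isogenic control strain grown at permissive 25 °C; 0% = DMSO yeast wells and 100% = minimal medium wells without yeast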
Starred values were filed as active, the others as inactive.

Molecule	hIAP block	APOBEC3A inh	mIAP block	MIN6 prolif	mIAP activ	tim10-1 inh	NALP3 yeast inh	A3G deaminase	TIM10 inh
CC(C)OC(=O)c1c(N)n(CCCN2CCOCC2)c2nc3ccccc3nc12	16	-1	3	-4	0.97	4	-4	-1	8
Cc1ccc(N2CC(C(=O)N3CCC4(CC3)CC(=O)c3ccccc3O4)CC2=O)cc1C (stereo not drawn)	-2	-1	2	1	0.98	1	7	-6	3
COC(=O)c1cccc(NC(=O)CN2CCc3ccccc3C2)c1	10	-3	-3	0	1	-2	8	0	-4
COc1ccccc1CN1C(=NC(=O)CCC2CCCC2)SC2CS(=O)(=O)CC21 (stereo not drawn)	-30	-2	5	-3	0.95	27	-8	-6	11
COc1ccc(CNCC(O)(c2ccc(Cl)cc2)c2ccc(Cl)cc2)cc1	6	-4	0	-6	1	-3	40	-4	16
COc1ccc(-n2nc3c(c2NC(=O)C24CC5CC(CC(C5)C2)C4)CS(=O)C3)cc1 (stereo not drawn)	-21	-4	-11	-4	1.1	26	-2	-9	8
CCOC(=O)C1C(=O)OC2(CCOC(C)(C)C2)C1C(=O)OCC (stereo not drawn)	-15	2	-4	1	1	-8	5	7	7
O=C(CCN1CCN(CCO)CC1)Nc1cccc(Br)c1	9	-1	7	-1	0.93	-5	14	-5	-2
Cc1ccccc1CN1CCN(CCCc2ccccc2)C(CCO)C1 (stereo not drawn)	-8	-4	9	-2	0.91	-5	12	-7	-4
C[C@]12C(=O)N(c3cccc(F)c3)C(=O)N1[C@@H]1c3ccccc3OC[C@@H]1[C@H]2c1ccccc1	-9	7	7	-6	0.93	21	7	-4	3
CCCOc1ccc(/C=N/Nc2ccccc2[N+](=O)[O-])c(O)c1	-1	-1	12	0	0.88	13	16	-1	-5
CC1(C)Cc2c(sc3c2c(=N)n(Cc2ccco2)c(=O)n3Cc2ccc(F)cc2)CO1	-3	-5	-6	-4	1.1	33	10	-8	11
CSc1ccc(CN(C)C(=O)c2ccc(S(=O)(=O)Nc3ccccc3)cc2)cc1	-5	-3	-5	-6	1.1	22	4	-2	10
COC(=O)C1=C(C)Nc2nc3ccccc3n2C1c1ccccc1F (stereo not drawn)	-6	-5	10	-1	0.9	11	6	-8	12
CCCn1nc(NC(=O)CC)c2cc3cccc(C)c3nc21	-47	-3	-62	-2	1.6	17	21	-9	20
CC1CN(Cc2cc(=O)oc3cc(O)c(Cl)cc23)CC(C)O1 (stereo not drawn)	3	-4	6	0	0.94	2	9	-1	15
COC(=O)c1cc(NC(=O)CN2CCC(C(N)=O)(N3CCCCC3)CC2)cc(C(=O)OC)c1	4	-3	-6	-2	1.1	14	5	-9	14
Cc1ccc(C)c(S(=O)(=O)c2c(C)cc(C)nc2Cl)c1	1	-3	10	-2	0.9	0	8	-9	12
C[C@H](NC(=O)[C@@H]1CCC(=O)N1Cc1ccco1)c1ccccc1	6	-1	-2	-3	1	3	18	-1	8
COc1ccc(CNCCC(c2ccc(OC)cc2)c2ccccc2OC)cc1 (stereo not drawn)	-10	6	0	-4	1	34	22	-5	5
COc1ccc(Nc2ncnc3sc(-c4ccccc4)cc23)c(OC)c1	-1	0	-29	-3	1.3	-20	16	-10	-1
CCN1CCN(c2nc3c(c(=O)[nH]c(=O)n3C)n2CCSc2nc3ccccc3s2)CC1	2	2	0	1	1	-13	16	6	-4
COc1ccc(CCNC(=O)C2CCN(C(=O)c3ccc(Cl)cc3)CC2)cc1OC	-21	-8	1	-1	0.99	5	13	-12	-3
CCOC(=O)c1sc2nc(C)nc(NCCc3ccccn3)c2c1C	0	-3	4	0	0.96	5	24	-15	-1
CCOc1ccc(S(=O)(=O)N(CC(=O)N/N=C/c2ccc(-c3ccc([N+](=O)[O-])cc3)o2)c2ccccc2)cc1	2	66*	21	0	0.79	0	5	23	-2
NC(Cc1c[nH]c2ccccc12)C(=O)Nc1ccccc1 (stereo not drawn)	0	0	-9	1	1.1	-3	13	0	3
CC(C)NCC(O)COc1ccc2c(c1)CCC2 (stereo not drawn)	4	-4	-6	0	1.1	0	17	-9	-4
C=CC[C@@H](CC(=O)N(CCO)Cc1ccccc1)C(=O)NCCOC(=O)[C@H](CC=C)CC(=O)OC(C)(C)C	-4	1	4	-1	0.96	-11	17	-2	-4
COC(=O)c1[nH]c(C)c(/C(O)=C2\C(=O)C(=O)N(CCN3CCOCC3)C2c2ccccc2OC)c1C (stereo not drawn)	-2	-2	15	-1	0.85	11	-3	-6	11
C/C(CC(=O)Nc1ccc2c(c1)OCCO2)=N\NC(=O)COc1ccc(C)cc1Br	-10	-2	9	-5	0.91	5	11	-5	18
COc1ccc2c(c1)c(=O)oc1c(C)c(OCC(=O)N3CCc4ccccc4C3)ccc12	5	1	-6	1	1.1	14	13	0	16
CCc1c(C)nc2c(C)cccc2c1SCCC#N	8	0	-6	4	1.1	23	18	2	2
O=C(N/N=C/c1ccc2c(c1)OCO2)c1ccc(Cl)cc1Cl	5	0	1	0	0.99	-8	23	-5	-8
Cc1cc(C)cc(Nc2c(F)c(F)c(F)c(F)c2C(=O)O)c1	14	-1	0	-1	1	3	2	-2	-5
Cc1ccc(CC(=O)Nc2ccc(S(=O)(=O)Nc3ncccn3)cc2)cc1	-3	-7	-9	3	1.1	9	11	-11	-12
CN(Cc1c(C(=O)N/N=C/c2ccc(F)cc2)nnn1-c1nonc1N)C1CCCCC1	1	-4	8	5	0.92	2	6	-8	4
CCOc1cc(S(=O)(=O)n2c(C)nc3ccccc32)ccc1F	-31	-1	-4	-3	1	-24	10	4	-23
COc1ccc(Cl)cc1C(=O)Nc1ccc(OCC(=O)N2CCOCC2)cc1	-18	-3	9	-1	0.91	13	13	0	3
O=C(COC(=O)CC1CC2CCC1C2)Nc1ccc(F)cc1Cl (stereo not drawn)	-19	1	-13	4	1.1	-41	21	-2	25
COc1ccc(Br)cc1S(=O)(=O)Nc1cccc(C)n1	8	2	0	3	1	12	5	-5	-1
S=C(NCCCn1ccnc1)Nc1cccc(Cl)c1	-14	-2	-6	-1	1.1	10	-2	-8	9
CCCn1c(N)c(C(=O)CSc2nc(C3CC3)n(-c3ccccc3)n2)c(=O)[nH]c1=O	-6	-3	6	2	0.94	-3	-4	-9	-7
O=C(NCc1nnc(SCC(=O)N2CCCc3ccccc32)n1-c1ccccc1)c1cccc2ccccc12	7	0	-4	0	1	16	8	-5	10
C#CCOCCOCCOCCNc1nc(N2CCN(C(=O)[C@H](CCC(=O)O)n3cc([C@@H](N)CC(N)=O)nn3)CC2)nc(N2CCN(C(=O)[C@H](CCC(=O)O)n3cc([C@@H](N)CC(N)=O)nn3)CC2)n1	-10	-6	6	0	0.94	0	7	-9	2
COc1ccc(NC(=O)CSc2nc(C)cs2)cc1OC	-11	-3	12	-2	0.88	9	20	-6	-8
CCN(c1ccccc1C(=O)O)S(=O)(=O)c1ccc2[nH]c(=O)[nH]c2c1	2	3	29	-2	0.71	2	0	-6	2
O=C(CSc1nc2ccccc2o1)Nc1nc2ccccc2s1	-14	3	9	-2	0.91	12	-3	-3	-19
COCCn1c(SCC(=O)NCC2CCCO2)nc2c([nH]c3ccccc32)c1=O (stereo not drawn)	-18	-3	-2	2	1	8	16	-4	-5
COc1cc(Cl)c(CC(=O)c2c[nH]c3ccccc23)cc1OC	-5	-1	-10	0	1.1	0	6	-6	-12
O=C(Oc1cccc(-n2cnnn2)c1)C1CCCCC1	12	-4	4	-2	0.96	19	-9	-12	8

Other entries follow.
Molecule	hIAP block	APOBEC3A inh	mIAP block	MIN6 prolif	mIAP activ	tim10-1 inh	NALP3 yeast inh	A3G deaminase	TIM10 inh
CC1CCN(C(=O)CSc2nncn2-c2ccccn2)CC1	11	3	4	0	0.96	-3	13	-2	-16
CC(C)(C)OC(=O)C[C@@H]1C/C=C\C[C@H](CC(=O)NCCO)C(=O)N[C@H](Cc2ccccc2)COC1=O	10	0	-2	-3	1	-1	15	-5	7
O=C(NCc1ccc(Cl)cc1)c1ccc(Cn2cc(C(F)(F)F)ccc2=O)cc1	10	0	-8	-1	1.1	26	-1	-6	-13
CC(C)CNC(=S)N1CCC(NC(=O)c2ccco2)CC1	2	-5	-4	1	1	-5	16	-9	2
COc1cc(SC)ccc1C(=O)N1CCN(c2ccccc2OC)CC1	-8	2	1	1	0.99	29	10	-5	8
O=C(CSc1n[nH]c(-c2ccccc2Br)n1)NCCN1C(=O)CSC1=O	-5	7	-9	0	1.1	-3	0	-5	5
Cc1ccc(CN2CCSc3ccc(C(=O)NCc4ccco4)cc32)cc1	4	0	1	-4	0.99	32	3	-2	25
COC(=O)C1=C(CS(=O)(=O)c2cc(OC)ccc2OC)NC(=O)NC1c1ccc(O)c(OC)c1 (stereo not drawn)	3	2	0	-1	1	-6	-11	1	6
CC(C)(C)C(=O)NC(=S)Nc1ccccc1C(=O)NC1CCCCC1	-5	2	12	-3	0.88	8	5	3	5
COc1ccc(NC(=S)Nc2cccc(C(C)=O)c2)cc1OC	-8	-2	-5	-1	1	-12	19	-3	-10
Cc1cccc(-c2noc(CNC(=O)c3ccco3)n2)c1	18	1	1	0	0.99	-7	-7	-5	-9
Fc1ccc(-n2ncc3c(SCc4cccnc4)ncnc32)cc1	13	-1	4	-6	0.96	24	-8	-2	-2
O=C(CSc1nc2ccccc2s1)NCCOc1ccccc1	-12	-2	-6	1	1.1	6	21	-6	8
Cc1cccc(NC(=O)c2c(F)c(F)c(F)c(F)c2F)c1	10	1	-5	-3	1.1	-13	-8	14	6
CC(C)(C)c1ccc(OCCn2nc(C(=O)O)c3ccccc3c2=O)cc1	12	-5	10	-2	0.9	9	16	-11	20
O=C(CCN1CCN(c2ccccc2)CC1)c1ccc(Cl)cc1	4	2	2	-6	0.98	29	14	-2	19
Cn1cccc1C1CCCN1CC(=O)Nc1c(Cl)cc(Cl)cc1Cl (stereo not drawn)	-4	-2	5	1	0.95	9	27	-3	14
CS(=O)(=O)N1N=C(c2ccco2)CC1c1ccccc1Cl (stereo not drawn)	-10	2	-7	1	1.1	8	2	-3	15
COc1ccc(CCNS(=O)(=O)CCNC(=O)c2ccc(OC)cc2)cc1	-1	-2	-1	1	1	-15	23	-5	3
OC(CN1CCN(c2ccccc2Cl)CC1)c1ccccc1 (stereo not drawn)	0	-1	-4	0	1	-4	9	-6	12
Cc1ccc(S(=O)(=O)N(C)Cc2cc3ccccc3[nH]c2=O)cc1	6	-5	1	-3	0.99	20	-12	-15	20
Cc1ccc(C)c(S(=O)(=O)Nc2ccc(-n3cnnn3)cc2)c1	4	-3	12	-1	0.88	16	-13	-5	3
NC(=O)C1(C(N)=O)OC1c1ccc(Cl)cc1Cl (stereo not drawn)	2	5	-2	-3	1	11	-2	0	-19
C=CCN1C(=O)C(C)(C)N(C(=O)c2cccc([N+](=O)[O-])c2)c2ccccc21	14	-3	4	-3	0.96	10	17	-5	8
O=C(Nc1nc(-c2ccccn2)cs1)c1cccc(S(=O)(=O)N2CCOCC2)c1	-34	1	10	-6	0.9	29	5	1	11
